EPAC1 ag = qHTS for Agonist of cAMP-regulated guanine nucleotide exchange factor 3 (EPAC1): primary screen; Rap guanine nucleotide exchange factor 3 (Homo sapiens), O95398; EPAC1 agonist qHTS, biochemical assay; response scale: 100% = response to 6.5 mM cAMP; Potency, µM (titrated, usually from 154 µM), inactives show at the highest dose activation, most hits filed as activators; actives 0.073% (n = 360,000); further: nearly all actives have a fitted effect of over 60% in size
Target sequence (O95398 whole entry, looked up): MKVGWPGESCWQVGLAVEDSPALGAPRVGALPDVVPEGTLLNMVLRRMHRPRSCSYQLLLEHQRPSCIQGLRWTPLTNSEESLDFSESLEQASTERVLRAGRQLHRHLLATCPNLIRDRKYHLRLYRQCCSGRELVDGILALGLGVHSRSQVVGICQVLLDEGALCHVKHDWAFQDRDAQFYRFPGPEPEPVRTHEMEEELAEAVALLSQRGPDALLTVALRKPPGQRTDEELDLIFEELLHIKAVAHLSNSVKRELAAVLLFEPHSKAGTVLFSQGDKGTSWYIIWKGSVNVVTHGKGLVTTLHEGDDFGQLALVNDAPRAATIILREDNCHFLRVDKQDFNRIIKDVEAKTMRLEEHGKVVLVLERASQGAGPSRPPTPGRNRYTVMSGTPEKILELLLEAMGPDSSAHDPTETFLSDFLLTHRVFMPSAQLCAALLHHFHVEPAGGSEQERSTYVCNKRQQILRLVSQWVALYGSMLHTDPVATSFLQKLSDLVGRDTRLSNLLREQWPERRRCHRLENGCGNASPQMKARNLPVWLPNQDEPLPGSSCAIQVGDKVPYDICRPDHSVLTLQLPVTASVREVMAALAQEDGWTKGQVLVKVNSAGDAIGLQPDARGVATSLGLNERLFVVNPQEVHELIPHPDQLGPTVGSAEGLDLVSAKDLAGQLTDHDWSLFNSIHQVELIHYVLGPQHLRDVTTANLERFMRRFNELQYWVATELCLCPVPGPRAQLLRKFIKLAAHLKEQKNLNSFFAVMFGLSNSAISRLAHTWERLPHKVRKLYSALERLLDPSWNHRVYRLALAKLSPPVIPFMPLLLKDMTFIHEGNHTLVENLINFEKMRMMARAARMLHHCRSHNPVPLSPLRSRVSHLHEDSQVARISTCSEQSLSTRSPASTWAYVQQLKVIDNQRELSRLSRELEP
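Fluorescent GDP-exchange assay: 100 nM EPAC1 with 250 nM Rap1B preloaded with BODIPY-GDP and 50 uM GDP; compounds tested as concentration series, 5 min at room temperature, then read every 5 min for 30 min (ex 480/em 540 nm); normalized to 6.5 mM cAMP.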
aSyn rescue = qHTS of alpha-syn Inhibitors | actives 0.14% (n = 370,000) | AID 652106, 2013 | Potency, µM (top dose mostly 46.1 µM), without a hit: top-dose growth rescue (activation), most hits filed as activators | Yeast expressing alpha-synuclein, growth rescue, BacTiter-Glo, 24 h; further: % of control where 0% means no effect; nearly all actives have a fitted effect of over 65% in size
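Readout is rescue of growth in alpha-synuclein-expressing yeast, so inhibitors of toxicity appear as activators. Growth after 24 hr at 30 deg C in galactose medium is quantified by luminescence.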
EPAC2 agonist = qHTS for Agonist of cAMP-regulated guanine nucleotide exchange factor 4 (EPAC2): primary screen; Rap guanine nucleotide exchange factor 4 (Homo sapiens), Q8WZA2; EPAC2 activation, biochemical qHTS; response scale: 100% = 6.5 mM cAMP response; Potency, µM (titrated, usually from 154 µM), inactives show at the highest dose activation, most hits filed as activators; actives 0.079% (n = 360,000); AID 720711, 2013; further: nearly all actives have a fitted effect of over 50% in size
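Compounds were added across a concentration range to EPAC2 (100 nM), RAP1B-BODIPY-GDP (250 nM) and GDP (50 uM). After 5 min at room temperature, fluorescence was recorded at 5-min intervals for 30 min.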
PTHR1 agonist = qHTS for PTHR1 Agonists: Primary Screen; Parathyroid hormone/parathyroid hormone-related peptide receptor (Homo sapiens), Q03431; HEK293 GP2 PTHR1 cells, GloSensor cAMP luminescence, 1 h; Potency, µM (series often up to 115 µM), without a hit: at the top dose activation, most hits filed as activators; actives 0.075% (n = 410,000); further: nearly all actives have a fitted effect of over 55% in size; some results filed as inactive show a strong effect at the top dose; inactives centre near -15; many of its hits are not listed in these tables
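HEK-293-derived GP2 cells expressing PTHR1 and a GloSensor cAMP reporter, 3,000/well, plated overnight, given luciferin plus IBMX (each 0.5 mM as added) for 1 h at 37 °C, then compound for 1 h at 37 °C. Luminescence was read after 15 min at room temperature.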
EPAC1 antag = qHTS for Antagonist of cAMP-regulated guanine nucleotide exchange factor 3 (EPAC1): primary screen. Rap guanine nucleotide exchange factor 3 (Homo sapiens), O95398. EPAC1 GEF assay, Rap1b-BODIPY-GDP exchange fluorescence. Potency, µM (doses to about 115 µM), for inactives: top-dose activity change, negative = inhibition, hits mostly inhibitors. actives 0.14% (n = 360,000). AID 720709, 2013;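 further: plate controls were vehicle for no effect and positive control for full effect; nearly all actives have a fitted effect of over 50% in size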
EPAC2 antag = qHTS for Antagonist of cAMP-regulated guanine nucleotide exchange factor 2 (EPAC2): primary screen. AID 720708, 2013. EPAC2 GEF exchange of Rap1B-BODIPY-GDP, fluorescence. Potency, µM (doses to about 114 µM), without a hit: top-dose activity, negative = inhibition, most hits filed as inhibitors. actives 0.18% (n = 360,000); further: on the % scale 0 is the no-effect control and ±100 the full control effect; nearly all actives have a fitted effect of over 45% in size; many of its hits are not listed in these tables
FUS yeast rescue = qHTS for Suppressors of FUS Proteinopathy: Primary screen using FUS-linked yeast assay; S. cerevisiae FUS-expressing, growth rescue, OD600, 24 h; Potency, µM (series often up to 76.6 µM), for the others: top-dose growth rescue (activation), usual class: activators; actives 0.24% (n = 390,000);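 further: plate controls were DMSO vehicle for no effect and reference control for full effect; nearly all actives have a fitted effect of over 55% in size; some results filed as inactive show a strong effect at the top dose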
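Galactose (2%) drives FUS expression in yeast precultured in raffinose; seeding density OD 0.005. Test compounds incubated 24hr at 30C and 99% humidity before absorbance at 600 nm was measured.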
TDP43 rescue = qHTS of TDP-43 Inhibitors | actives 1.8% (n = 410,000) | Potency, µM (top dose mostly 46.1 µM), for the others: at the highest dose growth rescue (activation), usual class: activators | TDP-43 expressing yeast growth rescue, BacTiter-Glo, 24 h; further: % of control where 0% means no effect; nearly all actives have a fitted effect of over 50% in size
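Cell-based yeast growth screen: TDP-43 expression induced in galactose, inoculum OD600=0.02 after raffinose pregrowth to mid-log. Read-out BacTiter-Glo luminescence at 24 hr, 30 deg C; inhibition of toxicity seen as signal increase.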
* = called active by the depositor; i = inactive; ? = inconclusive; nt = no result given; [ ] = another dose, or the depositor's remark. The call rests on the fitted dose curve; in most records, active means well fitted curve in the direction sought with a large enough effect; inconclusive means small, poorly fitted or top-dose-only effect, or another doubt; inactive means no such curve, though single readings can be large; an effect the other way counts as inactive or inconclusive. Potency means the concentration at half of the fitted maximal effect. The list is partial (hit frequency here may not be typical).

SMILES	EPAC1 ag	aSyn rescue	EPAC2 agonist	PTHR1 agonist	EPAC1 antag	EPAC2 antag	FUS yeast rescue	TDP43 rescue
CCN(Cc1ccccc1)C(=O)Cn1c(C(C)O)nc2ccccc21 (configuration not stated)	6%	0%	-2%	-11%	-12%	3%	-6%	22%
COc1ccc(S(=O)(=O)N(C)CC(=O)N2CCCCCC2)cc1	7%	1%	6%	-14%	-7%	-2%	9%	3%
COc1ccc(OC)c(NC(=O)CSc2nc3[nH]c(=O)cc(O)c3s2)c1	-9%	1%	-8%	-9%	-18%	-16%	45%	19%
CCOc1ccc(NC(=O)NCCCCc2ccccc2)cc1	-2%	-5%	8%	-24%	16%	7%	-10%	26%
COc1ccccc1/C=C/C=N/n1c(-c2ccco2)n[nH]c1=S	7%	-6%	10%	i	-4%	-9%	15%	0%
CCNC(=O)C1(C)CCN(C(=O)c2ccc(C)c(F)c2)C1 (configuration not stated)	1%	-7%	9%	i	1%	-1%	-30%	13%
Nc1c(C(=O)NCc2ccc3c(c2)OCO3)nnn1Cc1cccc(F)c1	6%	0%	7%	i	3%	-17%	4%	-5%
Cc1ccccc1C(=O)N(C)[C@H]1C[C@H]2c3[nH]c4ccccc4c3CCN2C(=O)[C@H]1[C@H](C)O	-13%	2%	12%	i	6%	2%	22%	?
O=C(C[C@H]1C[C@H](C(=O)N2CCCCC2)[C@@]2(CCc3ccccc3)c3[nH]c4ccc(Cl)cc4c3CCN2C1=O)NCCc1ccccn1	-8%	-7%	1%	-51%[inhibitor]	-17%	-2%	1%	?
O=C(O)Cc1csc(NC(=O)CSc2nnnn2-c2ccc(O)cc2)n1	-14%	-25%	9%	8%	7%	18%	20%	-17%
O=C(CC1C(=O)NCCN1C/C=C/c1ccccc1)NCCc1cccnc1 (configuration not stated)	11%	-6%	2%	-20%	-3%	-2%	14%	-27%
COc1ccc(CCN2C(=O)CC(NCc3ccc4c(c3)OCO4)C2=O)cc1OC (configuration not stated)	10%	9%	-2%	-9%	3%	0%	-19%	15%
CCCCOC(=O)C1CCC[C@@H](C)N1 (some centres not stated)	-6%	-8%	-7%	-6%	11%	14%	-29%	12%
COc1cccc(OCCOCCN(C)CCO)c1	-4%	3%	10%	-5%[57.5 µM]	-6%	6%	-21%	-4%
COc1ccc(CCN2CC(C(=O)OCC(=O)N(C)Cc3ccccc3)CC2=O)cc1OC (configuration not stated)	7%	-1%	-2%	i	9%	5%	nt	13%
O=C(NNC(=O)c1ccc([N+](=O)[O-])cc1Cl)c1ccncc1	5%	-4%	12%	-16%	19%	1%	13%	-2%
C[C@@H]1CN([C@@H](C)CO)C(=O)CCCn2nncc2CO[C@H]1CN(C)C(=O)c1cc(-c2ccccc2)on1	11%	-7%	9%	-4%	15%	-5%	-3%	27%
c1ccc2c(c1)[nH]c1c(NCC3CCCO3)ncnc12 (configuration not stated)	2%	-1%	7%	-18%[57.5 µM]	5%	-2%	17%	11%
COc1ccccc1CNC(=O)CNC(=O)Cn1cnc2ccccc2c1=O	-4%	2%	2%	i	20%	8%	-27%	7%
COc1ccccc1NS(=O)(=O)c1ccc(C(=O)NCc2ccncc2)cc1	10%	1%	4%	-9%	-5%	3%	15%	8%
Oc1cncc(-c2cccnc2)c1	4%	-8%	0%	i	12%	11%	-17%	0%
O=S(=O)(NCc1ccccc1Cl)c1cnc[nH]1	5%	-1%	-3%	-7%[57.5 µM]	17%	4%	16%	-4%
CC(C)Cn1c(N)c(C(=O)COC(=O)CCc2nc3ccccc3c(=O)[nH]2)c(=O)n(C)c1=O	-1%	-3%	6%	-25%	5%	3%	-13%	4%
CCCCn1nnnc1C(c1ccccc1)N1CCN(c2ccccc2)CC1 (configuration not stated)	5%	22%	13%	-7%	-2%	-8%	23%	5%
O=C(CN1CCN(c2cccc(Cl)c2)CC1)NC1CCCc2ccccc21 (configuration not stated)	15%	16%	19%	i	-2%	-6%	?	12%

Compounds shown so far containing a halogen:
SMILES	EPAC1 ag	aSyn rescue	EPAC2 agonist	PTHR1 agonist	EPAC1 antag	EPAC2 antag	FUS yeast rescue	TDP43 rescue
CCNC(=O)C1(C)CCN(C(=O)c2ccc(C)c(F)c2)C1 (configuration not stated)	1%	-7%	9%	i	1%	-1%	-30%	13%
Nc1c(C(=O)NCc2ccc3c(c2)OCO3)nnn1Cc1cccc(F)c1	6%	0%	7%	i	3%	-17%	4%	-5%
O=C(C[C@H]1C[C@H](C(=O)N2CCCCC2)[C@@]2(CCc3ccccc3)c3[nH]c4ccc(Cl)cc4c3CCN2C1=O)NCCc1ccccn1	-8%	-7%	1%	-51%[inhibitor]	-17%	-2%	1%	?
O=C(NNC(=O)c1ccc([N+](=O)[O-])cc1Cl)c1ccncc1	5%	-4%	12%	-16%	19%	1%	13%	-2%
O=S(=O)(NCc1ccccc1Cl)c1cnc[nH]1	5%	-1%	-3%	-7%[57.5 µM]	17%	4%	16%	-4%
O=C(CN1CCN(c2cccc(Cl)c2)CC1)NC1CCCc2ccccc21 (configuration not stated)	15%	16%	19%	i	-2%	-6%	?	12%

New compounds follow:
SMILES	EPAC1 ag	aSyn rescue	EPAC2 agonist	PTHR1 agonist	EPAC1 antag	EPAC2 antag	FUS yeast rescue	TDP43 rescue
COC(=O)c1ccc2c(=O)n(-c3ccc(OC)cc3)c(=S)[nH]c2c1	-7%	2%	10%	i	9%	7%	24%	22%
COc1ccc(Cn2c(CCC(=O)Nc3ccccc3)nc3cccnc32)cc1	6%	1%	6%	-10%	-12%	-4%	?	3%
CN(C)C(=O)c1nc(C#N)c(N(C)C)o1	3%	-3%	11%	i	-3%	3%	-12%	-11%
COC(=O)c1cc(NCc2ccccc2F)ccc1N1CCOCC1	5%	-8%	12%	i	-8%	-6%	27%	-11%
CC1(C(=O)NS(=O)(=O)c2ccc(Br)cc2)CCN1C(=O)c1cccc(F)c1 (configuration not stated)	-3%	0%	-2%	i	-6%	1%	-6%	0%
C[C@H]1CN(S(=O)(=O)c2ccc3c(c2)OCCO3)CCN1S(=O)(=O)c1c(F)cccc1F	1%	nt	13%	-26%	6%	-5%	29%	nt
CC(OC(=O)c1ccccc1NCCO)C(=O)Nc1ccnn1C(C)C (configuration not stated)	11%	-5%	4%	-12%	0%	-1%	-10%	11%
COc1cccc(C2=CC(=O)CCC2)c1	9%	27%	4%	-34%[inhibitor]	-12%	-3%	-21%	24%
CCn1ccnc1CNC(=O)c1ccc2oc(CCCc3ccccc3)nc2c1	-2%	0%	6%	i	7%	0%	9%	?
Cc1ncc(C(=O)Nc2ccccc2)[nH]1	-1%	-12%	1%	-22%	4%	17%	5%	-29%
CC1CCN(C(=O)CSc2nc(C3CC3)nc3ccccc23)CC1	0%	5%	1%	-15%	-8%	-12%	-18%	-10%
C=CCn1c(SCC(C)=O)nnc1-c1ccc2ncccc2c1	0%	-6%	8%	22%	?	-3%	0%	-15%
Cc1ccc(C(=O)NC2CCN(CC(=O)Nc3cccc([N+](=O)[O-])c3)CC2)cc1	6%	0%	-2%	-4%	-15%	7%	14%	-6%
O=C(N/N=C/c1ccc([N+](=O)[O-])o1)c1ccc(NS(=O)(=O)c2cccs2)cc1	-8%	9%	8%	i	?	-4%	22%	-6%
CCc1cc2c(=O)n(-c3ccccc3)c(SCC(=O)O)nc2s1	0%	7%	-2%	-6%	-5%	6%	4%	7%
CCCn1nc(NS(=O)(=O)c2cccc3nonc23)c2cc3cccc(C)c3nc21	-12%	12%	-11%	-32%[inhibitor]	-17%	?	-3%	13%
CCCSc1nc2c3c(sc2c(=O)[nH]1)CC(C)(CC)OC3 (configuration not stated)	2%	1%	-6%	-2%	9%	-3%	-3%	-2%
Cc1ccccc1C(=O)NNC(=O)C1CCN(C(=O)Nc2ccccc2)CC1	7%	1%	2%	i	12%	2%	-1%	7%
C[C@@H](OC(=O)c1[nH]cnc1C(=O)N1CCc2ccccc2C1)c1ccccc1	0%	0%	-1%	i	-13%	?	8%	6%
CCOc1ccc(CNc2ccc3c(c2)ncn3C(C)(C)C)cc1	-6%	-1%	-1%	-36%[inhibitor]	-8%	12%	-22%	0%
OCCC1CN(Cc2ccc(Oc3ncccn3)cc2)CCN1C1CCCC1 (configuration not stated)	9%	-1%	4%	i	-19%	10%	-9%	10%
O=C(NC(c1cccnc1)C(F)(F)F)c1cc(COc2ccc3c(c2)CCCC3)on1 (configuration not stated)	-1%	12%	5%	-28%	-4%	-17%	35%	20µM*

4 neighbouring compounds already listed, quoted:
SMILES	EPAC1 ag	aSyn rescue	EPAC2 agonist	PTHR1 agonist	EPAC1 antag	EPAC2 antag	FUS yeast rescue	TDP43 rescue
CCc1cc2c(=O)n(-c3ccccc3)c(SCC(=O)O)nc2s1	0%	7%	-2%	-6%	-5%	6%	4%	7%
CCCn1nc(NS(=O)(=O)c2cccc3nonc23)c2cc3cccc(C)c3nc21	-12%	12%	-11%	-32%[inhibitor]	-17%	?	-3%	13%
CCCSc1nc2c3c(sc2c(=O)[nH]1)CC(C)(CC)OC3 (configuration not stated)	2%	1%	-6%	-2%	9%	-3%	-3%	-2%
Cc1ccccc1C(=O)NNC(=O)C1CCN(C(=O)Nc2ccccc2)CC1	7%	1%	2%	i	12%	2%	-1%	7%

Bioassay records from PubChem BioAssay.
